From PubChem
NCI-60 one-dose screen, 48 h, at 10 µM unless noted. Numbers give growth in % (100 = growth as untreated, 0 = no growth, -100 = all killed).
A498: A498 renal cancer cells; hit rate 5.4% among 76,000; AID 1794774
SNB-75: SNB-75 CNS cancer. hit rate 5% among 79,000
RXF 393: RXF 393 renal cancer cells. hit rate 6.9% among 77,000. AID 1794773
ACHN: ACHN renal cancer | hit rate 4.9% among 81,000 | AID 1794771
SF-268: SF-268 CNS cancer cells; hit rate 3.1% among 82,000
CAKI-1: CAKI-1 renal cancer; hit rate 4.7% among 75,000
SNB-19: SNB-19 CNS cancer cells; AID 1794751; hit rate 2.5% among 81,000
SF-539: SF-539 CNS cancer; hit rate 6.8% among 81,000
* = called active by the depositor; / = not tested or not shown; & = joins results of further samples. How the source made its calls: active means growth percent below 10; inactive means the rest.

Molecule	A498	SNB-75	RXF 393	ACHN	SF-268	CAKI-1	SNB-19	SF-539
CN(C)CCOc1ccc(C(=C(c2ccccc2)C2CCCC2)c2ccc(OCCN(C)C)cc2)cc1	114	97	86	93	95	93	94	87
C(=C(\C1=NCCN1)n1ccc2ccccc21)/c1cccc2ccccc12	94	21	67	71	80	55	85	79
CC1(C)C(C#N)C(=O)N=C(N)C1C(N)=O (centres undefined)	89	85	106	103	102	/	99	101
COc1ccc(Nc2cc(C)nc(N)n2)cc1	84	99	162	109	117	/	99	96
CN(C)CCCn1c2c(c3ccccc31)CCCCC2	95	65	/	96	86	88	102	100
O=C(O)c1ccc(Cl)cc1O	73	96	96	103	113	97	99	100
Cc1ccccc1CC(N)C(=O)O (centres undefined)	109	91	137	100	101	97	108	116
COc1ccc(-c2oc3c(OC)c4c(c(OC)c3c2CC(=O)N2CCOCC2)OCO4)cc1	68	95	97	99	101	89	96	100
O/N=C\c1ccc(-c2ccccc2)cc1	/	90	99	100	113	94	102	101
COc1ccc(CSc2nc3ccc(Cl)cc3c(=O)n2-c2ccc(Cl)cc2)cc1	72	77	/	98	103	89	103	95
C=C(C)[C@@H]1CC[C@]2(C(=O)N3CCN(C)CC3)CC[C@]3(C)[C@H](CC[C@@H]4[C@@]5(C)CC/C(=N/O)C(C)(C)[C@@H]5CC[C@]43C)[C@@H]12	90	90	70	106	85	87	95	89
CCSCCC1(CCC(C)C)C(=O)NC(=Nc2ccccc2)NC1=O (centres undefined)	90	78	103	95	95	77	105	104
COc1ccc(-c2nc(SCCC(C)C)nc(NC3CC3)c2C#N)cc1	114&70	150&96	113&91	98&86	105&94	96&86	92&87	95&90
CC(C)C(NS(=O)(=O)c1ccc(N=NC2CCC(N(C)C)CC2)cc1)C(=O)NCCOCCOCC(=O)NC(CCCCNC(=O)C(CCCCNC(=O)CC(=O)Nc1ccccc1Oc1ncc(C(F)(F)F)cc1Cl)NC(=O)COCCOCCNC(=O)c1ccc(N2CCN(Cc3ccc(Cl)cc3)CC2)c([N+](=O)[O-])c1)C(=O)NCCOCCOCC(=O)NC(CCCCNC(=O)CN1CCN(CC(=O)O)CCN(CC(=O)O)CCN(CC(=O)O)CC1)C(=O)O (centres undefined)	111	107	105	105	106	89	90	104
CC(C(=O)c1c([O-])on[n+]1-c1ccccc1)N1CCN(C)CC1 (centres undefined)	137	100	/	98	95	107	101	106
CN1c2ccccc2C(=O)N(NC(=O)Nc2ccc(F)cc2)C1c1ccccc1 (centres undefined)	182	121	113	96	95	91	94	98
N/C(=N\C(N)=N\c1nc2ccccc2s1)c1ccccc1F	88	89	113	85	106	84	97	95
CC1=NC(c2ccc(Cl)cc2)C2=C(N1)/C(=C/c1ccc(Cl)cc1)CCC2 (centres undefined)	102	87	91	102	99	95	102	103
CN1CCN(Cc2ccc(NC(=O)c3cncc(C#Cc4cnc(N)c5cnccc45)c3)cc2C(F)(F)F)CC1	-55*	/	-48*	-9.2*	17	-19*	32	-74*
CCCCCC/C=N\NC(=O)OCC	118	96	131	97	114	106	94	101
CN1C(=O)N2CN3CCCN(C3)CN3C(=S)NC1C23 (centres undefined)	99	93	109	118	100	98	99	103
O=C(Oc1cccc(F)c1OC(=O)c1cccc(O)c1)c1cccc(O)c1	114	59	74	37	31	55	67	37
CCCCCCCCCCCCCCCCCCNC(=S)N/N=C/c1ccc([N+](=O)[O-])cc1	103	88	99	103	100	92	97	99
COc1ccc(CNc2c3ccccc3nc3ccccc23)cc1OC	-12*	25	3.6*	4.1*	40	11	22	15
O=C(NNC(=S)NCc1ccccc1)c1cc2ccc1CCc1ccc(cc1)CC2	108	/	123	107	101	98	97	108
C=CCn1c(SCC(=O)Nc2ccc(OC)cc2)nnc1-c1ccc(Cl)cc1	98	97	87	93	91	85	92	95
CC(=O)Nc1ccc(C)cc1[N+](=O)[O-]	100	/	127	99	104	103	107	101
CC(=O)c1sc(Nc2ccc(S(=O)(=O)Nc3nc(C)cc(C)n3)cc2)nc1C	112	92	112	99	97	102	107	117
COc1ccc(N2C(=O)CC(Nc3cc(C)ccc3C)C2=O)c([N+](=O)[O-])c1 (centres undefined)	112	328	75	108	107	148	110	95
CNc1nnnn1Cc1ccccc1	102	88	116	107	109	101	101	106
Cc1cn(C(C)C)c(=O)[nH]c1=O	78	95	115	/	108	/	99	96
Cn1ncc2c(N)ncnc21	105	91	115	99	104	108	95	88
C[C@@H](C[C@H](CCOC(=O)N(C)C)c1ccccc1)c1cc2ccccc2o1	76	/	94	97	90	77	89	94
CCn1c(SCC(=O)Nc2cccc(C(=O)/C=C/c3ccc(OC)cc3)c2)nc2ccccc2c1=O	99	92	/	90	88	80	93	98
CC1SC2(CCC(c3ccccc3)CC2)N(NC(=O)Cc2ccccc2Nc2c(Cl)cccc2Cl)C1=O (centres undefined)	85	78	86	96	88	93	97	108
CCOc1ccc(-n2cc(-c3ccccc3)c3c(SCc4cc(C)ccc4C)ncnc32)cc1	93	72	116	76	83	93	91	96
CCOC(=O)C(NC(=O)C(Cl)Cl)C(O)c1ccccc1 (centres undefined)	99	91	79	107	99	/	101	99
O=C(CCl)c1cccnc1C(=O)O	105	84	122	102	100	99	99	99
Clc1ccc(Nc2scc3[n+]2CCC3)cc1	82	94	/	104	93	85	98	97
COc1cc(C)cc2oc3oc(=N)c(-c4nc5ccccc5s4)cc3c(=O)c12	85	81	102	86	93	91	99	94
O/N=C(\CSc1nnc(-c2ccccc2)o1)c1ccc(Cl)cc1	93	96	120	97	97	97	90	101
CN(C)CCNc1nc(NN2C(=O)c3cccc4cccc(c34)C2=O)nc(N2CCOCC2)n1	62	65	115	96	97	88	101	102
CC(=O)Nc1ccc(S(=O)(=O)N2C(=O)CCC2C(=O)Nc2ccc(Br)cc2)cc1 (centres undefined)	17	59	57	45	48	32	46	42
O=C(N/N=C/c1ccc(Cl)cc1)c1cc(-c2nc3ccccc3[nH]2)nc2ccccc12	76	104	108	96	102	86	99	107
Cc1cc(C)c(C)c(C(=O)OCCN2CCCCC2)c1C	86	93	98	96	98	93	99	94
Cn1c(N2N=C(c3ccccc3)CC2c2ccc(Cl)cc2)nc(-c2ccccc2)c(C#N)c1=O (centres undefined)	84	69	98	76	68	67	86	105
O=C(NNC(=O)c1ccc([N+](=O)[O-])cc1)c1ccc([N+](=O)[O-])cc1	91	84	111	/	101	/	109	91
COC1=C(OC)C(=O)C(CCCCCCCCCCO)=C(C)C1=O	103	62	64	61	64	61	93	74
CCOC1CCCC(n2cnc3c(Cl)ncnc32)O1 (centres undefined)	100	84	121	/	102	101	101	/
Cc1cc(C)n(CC#N)c(=O)c1C#N	/	116	110	108	106	100	99	99
CN(C)c1nc(N(C)C)c2cnn(C)c2n1	124	95	100	92	111	89	104	101
Nc1[nH]n2cc(-c3ccc(Cl)cc3)nc2c1N=Nc1ccc(S(N)(=O)=O)cc1	35	77	71	71	94	65	98	92
COc1cc(C(c2cc(C(C)=O)n3cccc(Br)c23)c2cc(C(C)=O)n3cccc(Br)c23)cc(OC)c1OC	109	28	80	84	89	48	82	87
CCCCC(C=O)(CC)CCC#N (centres undefined)	83	101	104	119	98	105	105	100
O=C(c1ccccc1)c1cn(C2CCCCC2)c(-c2ccccc2)c1NC1CCCCC1	85	97	83	84	104	63	90	92
COc1ccc2[nH]cc(-c3nc(-c4ccsc4)cs3)c2c1	/	92	105	96	97	/	99	93
NC(N)=NC(=S)Nc1ccc(Cl)cc1	105	93	99	100	103	90	98	97
CC(C)Sc1nc(NNC(N)=O)c(C#N)c(-c2ccc(F)cc2)n1	64	87	101	94	96	86	99	94
COc1ccc(-c2cnc3sc(C)cn23)cc1	95	99	106	100	100	95	94	101
CCOC(=O)c1ccc(N=Cc2sc(=S)[nH]c2O)cc1	/	120	108	99	96	112	95	93

Compound profiles, from the list above. Order of values: A498 | SNB-75 | RXF 393 | ACHN | SF-268 | CAKI-1 | SNB-19 | SF-539
`O/N=C\c1ccc(-c2ccccc2)cc1` reads / | 90 | 99 | 100 | 113 | 94 | 102 | 101
`Cc1cc(C)n(CC#N)c(=O)c1C#N` reads / | 116 | 110 | 108 | 106 | 100 | 99 | 99
`CC(C(=O)c1c([O-])on[n+]1-c1ccccc1)N1CCN(C)CC1` (centres undefined) reads 137 | 100 | / | 98 | 95 | 107 | 101 | 106

Other records follow.
Molecule	A498	SNB-75	RXF 393	ACHN	SF-268	CAKI-1	SNB-19	SF-539
Cc1cc(C2(c3cc(C)c(O)cc3C)OS(=O)(=O)c3ccccc32)c(C)cc1O	94	/	114	105	103	96	94	105
O=C(CCn1cnc2c(cc(-c3ccccc3)n2-c2ccncc2)c1=O)Nc1ccc(Cl)cc1	81	96	111	102	97	98	108	103
COc1cc(/C=C/C(=O)c2c(-c3ccc(Cl)cc3)nc3sc(C)nn23)cc(OC)c1OC	86	77	/	74	89	94	91	96
CC/C(=C(/c1ccc(O)cc1)c1ccc(OCCN2CCCCC2)cc1)c1ccc(OC)cc1	83	74	68	91	63	91	95	86
COc1ccc2cc(C(=O)c3cn(-c4ccccc4)nc3C(C)=O)ccc2c1	96	93	117	111	103	104	105	100
O=C1NC(=O)C(=Cc2cn(Cc3cccc4ccccc34)c3ccccc23)C(=O)N1	/	80	80	99	86	95	98	99
Clc1ccc(C=Nc2ccc(Cl)cc2)cc1	106	90	125	101	100	85	97	94
O=C(N=Nc1c(O)[nH]c2ccc(Cl)cc12)c1ccc2nc(-c3ccc(Cl)cc3)[nH]c2c1	48	-21*	-28*	73	0.7*	83	-52*	-94*
O=S(=O)(O)c1ccc2cccc3c2c1CC3	80	90	114	101	102	95	95	100
O=C(c1ccc(-c2nc(CSc3nc4ccccc4s3)no2)cc1)N1CCSCC1	82	92	110	60	77	64	88	80
COc1ccc(-c2cc(C(=O)N=Nc3c(O)[nH]c4ccc(OC)cc34)c3ccccc3n2)cc1	173	110	/	107	114	99	107	106
COc1cc(C2=NN(C=O)C(c3sc(N4CCOCC4)nc3Cl)C2)cc(OC)c1OC (centres undefined)	82	81	99	102	105	93	97	99
Oc1[nH]c2ccccc2c1N=Nc1nnc2n1N=C(c1ccccc1)CS2	93	65	82	95	69	79	84	83
COC(=O)/C=C/c1cccc2c1C(=O)NC(C)(c1cc3cc4ccccc4cc3oc1=O)N2 (centres undefined)	91	62	-0.8*	40	43	62	50	45
O=[N+]([O-])c1ccc(C=Nc2ccccc2)cc1	122	102	126	110	108	96	112	108
CC(C)c1ccc(NC(=O)Nc2ccc(NC(=O)CCCC(=O)Nc3ccccn3)cc2)cc1	61	60	71	92	68	/	62	61
Cc1cc(C)nc(NS(=O)(=O)c2ccc(N)cc2)n1	113	109	101	95	100	102	104	/
COc1ccc(Nc2c3sc4cc(OC)ccc4nc-3c3ccccc3c2=O)cc1	154	66	68	66	86	77	84	61
CN1C/C(=N\N=C(N)N)N(C)C1=O	102	84	103	97	98	89	101	94

A few values from the results shown.
Cc1cc(C2(c3cc(C)c(O)cc3C)OS(=O)(=O)c3ccccc32)c(C)cc1O – A498: 94
O=C(CCn1cnc2c(cc(-c3ccccc3)n2-c2ccncc2)c1=O)Nc1ccc(Cl)cc1 – CAKI-1: 98
O=[N+]([O-])c1ccc(C=Nc2ccccc2)cc1 – SF-539: 108
